# CAL PDZ inh: human CAL PDZ-peptide interaction inhibition | Q9HD26 | purified CAL PDZ, TMR-peptide fluorescence polarization, 1 h | inhibition, % at 20 µM | 330,000 compounds, 0.02% hits | AID 504414;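 active = highest replicate inhibition of at least 40%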;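 also: plate controls were DMSO neutral control wells for no effect and unlabeled competitor peptide control wells for full effect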
#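 material = purified tagged CAL PDZ domain construct (CerCALP) | compound dosing = 20 µM, one dose | times = 1 h at RT | measured by = fluorescence polarization from S- and P-plane intensities, G-factor corrected | read-out = inhibition from polarization loss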
# DAGLB inh: diacylglycerol lipase beta (human) inhibition; AID 504411; Q8NCG7; HEK293T DAGLB membrane lysate, EnzChek fluorogenic substrate; inhibition, % at 5.17 µM; 340,000 compounds, 0.059% hits; in the data active = inhibition above about 34%;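 also: 0% = enzyme with vehicle and 100% = wells lacking enzyme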
# Target sequence (Q8NCG7 whole entry, looked up): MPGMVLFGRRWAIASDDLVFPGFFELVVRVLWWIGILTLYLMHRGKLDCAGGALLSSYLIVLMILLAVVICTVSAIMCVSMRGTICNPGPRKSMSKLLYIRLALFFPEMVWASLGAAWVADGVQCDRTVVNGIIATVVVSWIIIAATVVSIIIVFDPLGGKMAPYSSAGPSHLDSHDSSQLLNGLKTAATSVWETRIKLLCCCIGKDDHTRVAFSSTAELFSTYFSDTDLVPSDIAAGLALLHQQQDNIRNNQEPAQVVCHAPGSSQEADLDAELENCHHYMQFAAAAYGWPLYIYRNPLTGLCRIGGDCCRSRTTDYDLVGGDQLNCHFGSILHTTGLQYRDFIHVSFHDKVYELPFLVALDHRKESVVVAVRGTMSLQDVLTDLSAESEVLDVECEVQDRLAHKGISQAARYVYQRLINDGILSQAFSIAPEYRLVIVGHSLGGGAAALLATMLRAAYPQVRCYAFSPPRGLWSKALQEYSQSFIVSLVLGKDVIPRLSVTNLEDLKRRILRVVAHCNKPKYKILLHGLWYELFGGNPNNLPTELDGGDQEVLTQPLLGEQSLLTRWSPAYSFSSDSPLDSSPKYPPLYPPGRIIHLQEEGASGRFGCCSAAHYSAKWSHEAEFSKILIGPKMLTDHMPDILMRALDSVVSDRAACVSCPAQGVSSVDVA
# Wnt bcat act: Wnt/beta-catenin pathway activation. 300,000 compounds, 1.2% hits. Wnt/beta-catenin reporter cell assay, activator, plate reader. activation, % at 9.35 µM; in the data active = activation above about 30%, passing the limit was not always enough;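 also: 0% = neutral control wells and 100% = positive control wells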
# E coli growth: counter-screen for AddAB inhibitors: E. coli growth inhibition; E. coli V3065 growth, OD600 absorbance, 18 h; inhibition, % at 11.9 µM; 330,000 compounds, 0.27% hits; AID 449728;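 active = inhibition above the campaign's mean inhibition across all tested compounds plus 3 SD, cut at about 9.9% in these data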;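 also: uninfected addAB+ strain grown without phage in ampicillin broth; 0% = DMSO wells and 100% = ciprofloxacin 0.95 µg/ml wells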
# Tat transport: inhibitors of E. coli Tat protein transport; E. coli MC4100 TorA-mCherry Tat export, fluorescence; 340,000 compounds, 0.036% hits; inhibition, % at 10 µM;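 active = mean replicate inhibition at least 50% and at least half of replicates individually reaching 50%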;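 also: exported cargo escapes ClpAP degradation while cytoplasmic cargo is degraded and loses fluorescence; 0% = median of neutral control wells and 100% = median of NaSCN control wells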
# PfHsp90 set2: inhibits growth of yeast expressing Plasmodium falciparum Hsp90; S. cerevisiae expressing PfHsp90, BacTiter-Glo ATP, 48 h; yeast lacking PDR1 and PDR3 efflux regulators; AID 504621; inhibition, % at 9.4 µM; 310,000 compounds, 0.32% hits;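 active = every replicate shows inhibition above about 80%, whatever the replicate mean, limit read from the data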;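 also: 0% = DMSO neutral controls and 100% = 20 µM radicicol positive controls; yeast relying on Plasmodium falciparum Hsp90 in place of its own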
# phage Ecoli inh: E. coli growth loss with phage present; growth absorbance; inhibition, % at 11.9 µM; 360,000 compounds, 0.26% hits; AID 651602; in the data active = inhibition above about 11%
# PvdQ acylase: blocks Pseudomonas aeruginosa PvdQ acylase activity | purified PvdQ acylase, fluorescence plate reader | inhibition, % at 10 µM | 340,000 compounds, 0.063% hits | AID 488965; in the data active = inhibition above about 30%, passing the limit was not always enough;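 also: 0% = vehicle neutral wells and 100% = reference inhibitor wells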
# AddAB inh: less growth of phage-infected E. coli with AddAB | E. coli expressing H. pylori AddAB, absorbance growth | inhibition, % at 11.9 µM | 330,000 compounds, 0.29% hits | AID 435030; in the data active = inhibition above about 12%;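 also: 0% = vehicle wells of infected cells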
# Rtt109 HAT inh: inhibitors of Candida albicans Rtt109/Vps75 histone acetyltransferase; inhibition, % at 34.9 µM; Q5AAJ8; 330,000 compounds, 0.16% hits; purified Rtt109/Vps75, ThioGlo CoA-SH fluorescence, 4 h;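 active = inhibition of at least 50% in every replicate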
# Target sequence (Q5AAJ8 whole entry, looked up): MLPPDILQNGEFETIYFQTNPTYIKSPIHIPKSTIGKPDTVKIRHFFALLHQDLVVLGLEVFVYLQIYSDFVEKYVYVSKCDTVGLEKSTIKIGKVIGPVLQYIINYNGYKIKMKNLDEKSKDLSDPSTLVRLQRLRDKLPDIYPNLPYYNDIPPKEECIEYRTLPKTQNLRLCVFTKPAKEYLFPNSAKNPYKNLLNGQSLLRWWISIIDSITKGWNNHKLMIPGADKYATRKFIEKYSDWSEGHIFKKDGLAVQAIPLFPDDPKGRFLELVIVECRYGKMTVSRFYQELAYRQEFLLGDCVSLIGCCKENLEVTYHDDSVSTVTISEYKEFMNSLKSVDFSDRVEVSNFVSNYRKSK
# The depositor's hits bear a star; nt = not tested or not shown.
SMILES,CAL PDZ inh,DAGLB inh,Wnt bcat act,E coli growth,Tat transport,PfHsp90 set2,phage Ecoli inh,PvdQ acylase,AddAB inh,Rtt109 HAT inh
Cc1ccc(C(=O)O)cc1NC(=O)CSc1ncnc2sc3c(c12)CCC3,-2.8,3,1,-1.4,6,25,2.9,12,2.1,nt
Nc1cc(C(=O)OCC(=O)N2CCCC2=O)ccc1Cl,-1.3,1,-3,0.3,-16,nt,4.0,5,0.8,-3
O=C(N/N=C/c1cccs1)c1cc(-c2ccc3ccccc3c2)n[nH]1,-2.8,0,nt,0.3,-2,-6,2.8,7,3.9,14
CN(C(=O)COC(=O)c1cc([N+](=O)[O-])ccc1N1CCCC1)C1CCS(=O)(=O)C1 (stereo unspecified),-1.9,2,-2,-0.1,-2,14,0.9,-16,1.2,-5
CC(C)(C)NC(=O)CSc1nc(-c2ccccc2)c(-c2ccccc2)[nH]1,-1.9,1,nt,0.6,14,nt,1.3,-10,2.1,1
COc1ccccc1CNC(=O)c1ccc(N(C)S(=O)(=O)c2ccc(C)cc2)cc1,-2.3,1,1,1.4,-9,5,2.1,-10,1.5,-8
O=C(C1CC1)N1CCc2cc(S(=O)(=O)N3CCOCC3)ccc21,-0.6,0,nt,-3.2,-6,11,0.6,-2,0.3,2
CC1(C)CC(=O)c2cc(NC(=O)c3ccc(F)cc3)c(=O)oc2C1,-1.2,-3,2,-1.9,1,nt,0.6,-4,-0.9,-3
CCCSc1nc(O)c(C(c2ccc(OC)c(O)c2)c2c(O)nc(SCCC)n(C)c2=O)c(=O)n1C,0.0,0,0,-1.8,-6,-5,3.2,-13,2.9,-7
O=C1c2ccccc2C(=O)N1CCCCSc1nc2ccccc2o1,-0.2,-7,nt,-2.9,2,9,3.7,-14,2.2,-21
O=C(COc1ccc(S(=O)(=O)N2CCCC2)cc1[N+](=O)[O-])N1CCCC1,0.2,-1,-2,-0.8,5,-4,0.0,2,2.1,2
CC1CN(c2oc(COc3ccc(Cl)cc3Cl)nc2C#N)CC(C)O1 (stereo unspecified),-3.7,-14,-3,0.2,13,16,0.8,-12,5.5,0
COc1ccc(/C=C/C(=O)NCCCN2CCOCC2)cc1,nt,3,-1,nt,5,-14,-2.0,-8,nt,-1
NC(=O)COC(=O)c1ccccc1SCC(=O)NC1CCCCCCC1,-3.6,2,1,0.8,-7,1,3.7,9,1.4,16
CCN(CC)C(=O)CNc1ccc(C(F)(F)F)cc1[N+](=O)[O-],-0.8,0,-3,0.8,-11,0,2.7,-12,-1.0,5
CCN(CC)CCCNC(=O)c1cn(C)c2ccc(S(=O)(=O)N(C)C)cc2c1=O,-0.3,1,-3,-1.6,-7,-6,2.1,-3,2.8,-2
COC(=O)c1ccccc1S(=O)(=O)NNC(=O)c1nn(C)c(=O)c2ccccc12,1.0,0,-1,-2.8,8,-10,2.7,-1,2.1,-3
Nc1nc(SCC(=O)Nc2cc(C(F)(F)F)ccc2Cl)[nH]c(=O)c1NC(=O)c1ccco1,-0.7,1,-3,0.2,-3,6,3.7,-9,0.5,6
NC(=O)c1ccsc1NC(=O)CSc1ccccc1F,-2.6,1,25,1.2,3,-7,2.2,-5,1.1,-2
CC(C)[C@H](NS(=O)(=O)c1cccc(Cl)c1)C(=O)OCC(=O)NC(=O)CN1CCCC1=O,-0.2,-2,nt,-1.2,1,nt,nt,1,0.8,-1
O=C(Nc1cccc(S(=O)(=O)NC2=NCCCCC2)c1)c1cc(-c2ccccc2)nc2ccccc12,-1.2,-2,-2,-0.3,4,-6,4.1,-4,4.2,-2
O=C(NCc1ccccn1)C1CCN(S(=O)(=O)c2ccc(Br)cc2)CC1,1.5,2,-4,1.5,4,-12,3.0,6,4.5,2
CCOC(=O)CCCNC(=O)CN1C(=O)NC(CCc2ccccc2)C1=O (stereo unspecified),-2.5,2,nt,-1.8,-10,nt,4.0,-7,-0.3,-3
CNc1cnn(-c2ccccc2)c(=O)c1Cl,-0.4,1,nt,0.8,-8,-18,1.9,-8,-0.3,2
COc1ccc(C(=O)/C(C#N)=N/Nc2ccc([N+](=O)[O-])cc2)cc1,-0.9,16,-7,-1.7,-8,-9,5.3,-1,1.7,-1

# Continued.
SMILES,CAL PDZ inh,DAGLB inh,Wnt bcat act,E coli growth,Tat transport,PfHsp90 set2,phage Ecoli inh,PvdQ acylase,AddAB inh,Rtt109 HAT inh
CN1CCN(S(=O)(=O)c2cccc(C(=O)N3CCN(c4ccccc4)CC3)c2)CC1,-2.3,0,3,0.2,1,10,2.0,-10,0.5,2
C=CCOc1cccc(/C=C/c2nc3ccccc3c(=O)[nH]2)c1,-0.3,-3,12,-0.2,-3,9,1.9,2,-2.2,nt
Cc1ccc(NC(=O)CN(C)C(=O)COc2cccc3cccnc23)cc1,-2.4,1,nt,-2.6,-10,14,2.8,-4,-1.6,-6
CCCCC(CC)CNC(=O)CCS(=O)(=O)c1cccc2nsnc12 (stereo unspecified),-0.6,-2,-4,2.2,26,2,1.4,-5,-0.1,4
CO/N=C(/COc1ccc(F)cc1)c1ccc(OC)cc1,1.2,-17,0,1.4,4,-1,0.5,-13,1.2,-3
CCc1cc(=O)[nH]c(SCC(=O)NCc2ccc3c(c2)OCO3)n1,-1.0,1,-3,-2.2,-6,21,1.5,-15,3.6,-10
CC(C)(C)c1ccc(OCC(O)CSc2ncn[nH]2)cc1 (stereo unspecified),0.6,0,1,0.6,3,0,4.2,-12,0.5,3
O=C(Nc1ccccc1C(=O)NC(Cc1ccccc1)C(=O)NC1CCCCCC1)c1ccccc1 (stereo unspecified),-0.8,-2,-1,-1.8,4,-10,3.8,-13,2.0,-1
COc1ccc(CC(=O)Nc2cccc3ccccc23)cc1OC,0.0,0,-1,-0.9,10,-2,-0.4,-1,3.9,-4
CCOC(=O)CSc1ccc(-c2nc3cc(C)c(C)cc3[nH]2)cn1,-5.5,0,nt,1.3,2,-37,5.4,-11,3.0,6
Cn1cc(Cl)c(/C(N)=N/OC(=O)c2ccccc2C(F)(F)F)n1,-2.3,1,20,2.5,5,5,-0.2,-1,1.8,0
COc1cccc(NC(=O)CN(C)C(=O)c2cc(-c3ccccc3)nc3ccc(C)cc23)c1,-0.6,-2,0,nt,-7,13,0.2,-7,nt,1
CC(C)Oc1cccc(C(=O)Nc2ncn[nH]2)c1,-1.4,0,-4,-1.0,2,-5,-0.1,-5,1.9,-7
O=C(NCC1COc2ccccc2O1)c1cc(S(=O)(=O)N2CCOCC2)c(Cl)cc1Cl (stereo unspecified),-2.3,-2,-8,nt,4,20,1.6,7,nt,21
CCC1CCCCN1C(=O)C(=O)c1cn(CC(=O)N(CC)CC)c2ccccc12 (stereo unspecified),0.0,1,2,-1.4,7,14,-0.9,-6,-3.4,-8
O=C(Oc1ccc2ccc(=O)oc2c1)c1ccco1,-1.2,2,0,0.6,-6,19,2.5,-19,-0.4,-71
CC(=O)Nc1cccc(NC(=O)CSc2nc(=O)n3cccc(C)c3n2)c1,-2.3,-2,-1,1.4,1,nt,1.3,-4,-0.3,-4
Cc1c(/C=N\NC(=O)c2cc3ccccc3o2)c2ccccc2n1C,-2.2,-1,-1,0.7,8,-37,1.2,-17,0.2,1
COc1cc(OC)cc(C(=O)Nc2nnc(SCC(=O)NCc3ccco3)s2)c1,-3.3,3,3,-0.9,-11,3,0.7,-9,-1.6,4
Cc1ccc(S(=O)(=O)N2CCN(C(C)C)CC2)cc1,-0.5,nt,-2,1.2,-1,4,4.0,11,3.3,9
CO/N=C(\C(=O)O)c1csc(NN=C(C)C)n1,-0.2,0,1,-0.5,4,7,4.4,-15,4.2,-23
Cc1ccc(Cn2c(CN3CCOCC3)nc3c2c(=O)n(C)c(=O)n3C)cc1,-2.1,0,nt,-0.8,1,-3,2.4,-17,0.4,-1
CC(C)N(C(=O)COC(=O)c1cccnc1Cl)c1ccccc1,0.0,-1,-5,-3.7,4,-6,3.3,9,-1.8,-2
C=CCn1c(SCc2nc3ccccc3c(=O)[nH]2)nnc1-c1cc2cc(Cl)ccc2o1,-1.6,0,1,-0.8,2,-1,1.9,-1,5.5,0
Cc1ccc(C(=O)Nc2ccccc2C(=O)N2CCCCC2C)cc1 (stereo unspecified),-0.6,1,2,-1.0,7,-19,1.1,-13,2.1,3

# Arranged by the number under CAL PDZ inh (high to low): three from the list above
molecule,CAL PDZ inh,DAGLB inh,Wnt bcat act,Tat transport,PfHsp90 set2,phage Ecoli inh,PvdQ acylase,AddAB inh,Rtt109 HAT inh
CO/N=C(/COc1ccc(F)cc1)c1ccc(OC)cc1,1.2,-17,0,4,-1,0.5,-13,1.2,-3
CC(C)[C@H](NS(=O)(=O)c1cccc(Cl)c1)C(=O)OCC(=O)NC(=O)CN1CCCC1=O,-0.2,-2,nt,1,nt,nt,1,0.8,-1
CCN(CC)CCCNC(=O)c1cn(C)c2ccc(S(=O)(=O)N(C)C)cc2c1=O,-0.3,1,-3,-7,-6,2.1,-3,2.8,-2

# Other records follow.
SMILES,CAL PDZ inh,DAGLB inh,Wnt bcat act,E coli growth,Tat transport,PfHsp90 set2,phage Ecoli inh,PvdQ acylase,AddAB inh,Rtt109 HAT inh
Cc1cccc(Cc2nnc(CCC(=O)N(C)CCc3ccccc3)o2)c1,-20,-2,0,-0.8,2,15,2.9,-4,0.4,0
CCCCn1c(N)c(N(CCOC)C(=O)CSCC(=O)Nc2cccc(C)c2)c(=O)[nH]c1=O,-2.1,0,-4,-0.8,3,-12,1.8,1,0.7,-3
CN(CC(=O)Nc1cccc(F)c1)C(=O)COc1ccc2c(c1)CCC2,0.2,1,1,-0.5,-5,nt,0.8,-16,0.7,-2
COc1cc(OC)cc(C(=O)N[C@H](C(=O)OCC(=O)Nc2ccc(OC)c(OC)c2)C(C)C)c1,-0.1,-4,-1,0.2,-2,-6,1.9,5,1.9,18
CC(C)c1ccc(NC(=O)CN(Cc2ccccc2)S(C)(=O)=O)cc1,-1.0,-2,-14,-1.6,-10,8,1.0,12,-0.5,11
CC(C)(C)OC(=O)NCCC(=O)N/N=C/c1cccc2nccnc12,-0.7,1,-1,0.4,14,1,3.3,3,-1.3,3
CCCN1CCN(S(=O)(=O)c2ccc3c(c2)CC(C)N3C(=O)C2CC2)CC1 (stereo unspecified),-0.9,0,-2,-2.4,0,33,-1.5,-4,3.5,5
Cc1cc2nc(CCN(Cc3cccnc3)C(=S)Nc3ccc(F)cc3)[nH]c2cc1C,-0.8,-1,-8,2.0,-4,-16,1.4,-10,0.3,2
O=C(COc1ccc(Cl)cc1Cl)NCCCn1ccnc1,-0.3,1,-3,-0.3,-5,2,3.1,6,1.4,1
Cc1ccc(S(=O)(=O)N2CCOCC2)cc1NC(=O)COC(=O)c1cc(=O)c2ccccc2o1,-1.3,0,-5,-1.0,3,1,1.6,-5,-2.6,1
CCn1c(COc2ccc(=O)n(-c3ccccc3)n2)nnc1SCc1ccc(OC)cc1,0.2,-1,nt,3.2,-3,-25,3.1,-6,2.1,0
Nc1c(N(CCO)C(=O)C2CCCC2)c(=O)[nH]c(=O)n1Cc1ccccc1,-0.3,0,5,1.0,0,-19,6.4,-17,0.3,-6
CCN(CC(=O)Nc1ccc2c(c1)OCCO2)C(=O)CCc1ccc(OC)cc1,-0.2,0,2,nt,2,-2,4.9,-11,nt,-9
O=C(NNc1ccccn1)c1ccccc1CC[N+](=O)[O-],-0.9,0,3,-1.3,-2,-2,4.7,9,1.8,15
Cc1ccc(C(=O)O/N=C2\CC3CCC2(C)C3(C)C)cc1 (stereo unspecified),-1.0,-9,nt,0.2,10,-26,2.6,-11,2.2,4
C=CCn1c(SCc2nc3c(c(=O)[nH]c(=O)n3CCCC)n2CCC)nnc1-c1ccccc1,-1.6,4,nt,-0.3,1,0,1.6,-18,3.5,2
